# Source: PubChem BioAssay (several laboratories)
# PAD4 inh: human PAD4 inhibitors, primary screen, biochemical, fluorescence polarization, 1536-well format; Protein-arginine deiminase type-4 (Homo sapiens), Q9UM07; recombinant PAD4, RCA probe fluorescence polarization; inhibition, % at 6.36 µM; 330,000 tested, 0.41% active;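 active = percent inhibition above a cutoff equal to the mean of all tested compounds plus 3 SD, cut at about 15% in these data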;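 note: 0% = PAD4 with RCA probe and DMSO and 100% = probe without PAD4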
# MEX-5 binding: MEX-5 zinc finger RNA-binding disruptors – biochemical, C. elegans, fluorescence polarization, MLPCN library, primary screen | activity score (negative = inhibition of binding), % at 10 µM | 300,000 tested, 0.38% active | Zinc finger protein mex-5 (Caenorhabditis elegans), Q9XUB2 | MEX-5/FITC-TCR2 RNA binding; active compounds read low;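 active = inhibition past about -25% in most replicates, and total fluorescence under double the plate's negative control median, limit read from the data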;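 note: 0% = DMSO and -100% = 5 µM competing unlabeled TCR2 RNA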
# Target sequence (Q9XUB2 whole entry, looked up): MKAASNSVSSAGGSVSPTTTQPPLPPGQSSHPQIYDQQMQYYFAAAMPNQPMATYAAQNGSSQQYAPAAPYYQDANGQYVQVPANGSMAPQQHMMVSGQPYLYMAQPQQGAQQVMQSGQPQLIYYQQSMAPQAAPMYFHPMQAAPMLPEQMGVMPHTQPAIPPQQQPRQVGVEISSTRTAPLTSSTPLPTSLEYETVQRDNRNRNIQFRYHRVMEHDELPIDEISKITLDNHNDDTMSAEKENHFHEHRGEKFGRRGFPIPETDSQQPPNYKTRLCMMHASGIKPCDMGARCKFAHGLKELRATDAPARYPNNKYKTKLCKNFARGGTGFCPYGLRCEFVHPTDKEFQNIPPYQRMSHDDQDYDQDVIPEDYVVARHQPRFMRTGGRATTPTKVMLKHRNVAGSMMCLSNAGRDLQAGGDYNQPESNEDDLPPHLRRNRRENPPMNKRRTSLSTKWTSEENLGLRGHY
# PME-1 inh: PME-1 inhibitors via competitive probe labeling, primary screen, biochemical, fluorescence polarization, FP-Rh probe, HTS; Protein phosphatase methylesterase 1 (Homo sapiens), Q9Y570; recombinant PME-1; inhibition, % at 5.9 µM; 320,000 tested, 0.53% active; AID 2130, 2009;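 active = inhibition above the campaign mean of all compounds plus 3 SD, cut at about 26% in these data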;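 note: competitive labeling of PME-1 active site by serine hydrolase directed probe; 0% = PME-1 with DMSO and 100% = wells lacking PME-1 enzyme; inhibitors block probe labeling so polarization falls and inhibition rises; many of its hits are not listed in these tables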
# Target sequence (Q9Y570 whole entry, looked up): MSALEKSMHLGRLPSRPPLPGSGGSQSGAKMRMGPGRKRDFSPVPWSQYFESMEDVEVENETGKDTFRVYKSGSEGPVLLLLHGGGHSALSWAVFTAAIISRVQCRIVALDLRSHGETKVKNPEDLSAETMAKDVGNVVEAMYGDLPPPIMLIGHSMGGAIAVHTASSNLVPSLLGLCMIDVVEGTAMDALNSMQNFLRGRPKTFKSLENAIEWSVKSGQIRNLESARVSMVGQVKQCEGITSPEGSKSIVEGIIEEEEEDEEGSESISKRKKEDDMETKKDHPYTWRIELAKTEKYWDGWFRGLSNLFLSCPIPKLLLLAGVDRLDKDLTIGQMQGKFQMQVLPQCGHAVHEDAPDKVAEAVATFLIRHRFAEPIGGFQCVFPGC
# GSTO1 inh: inhibitors of recombinant GSTO1, primary screen, counter-screen for RBBP9 inhibitor project, biochemical, fluorescence polarization. AID 1974, 2009. Glutathione S-transferase omega-1 (Homo sapiens), P78417. inhibition, % at 5.96 µM. activity-based probe fluorescence polarization. 300,000 tested, 1.1% active;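 active = inhibition above the campaign mean inhibition plus 3 SD, cut at about 35% in these data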;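 note: 0% = GSTO1-1 with DMSO and 100% = wells lacking GSTO1-1 enzyme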
# MCL1 BIM primary: inhibitors of MCL1 binding to BIM-BH3, primary screen, biochemical, fluorescence polarization. Induced myeloid leukemia cell differentiation protein Mcl-1 (Homo sapiens), Q07820. GST-MCL1 / FITC-Bim-BH3 fluorescence polarization. inhibition, % at 10.9 µM. 320,000 tested, 0.68% active;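 active = inhibition above the mean inhibition of all tested compounds plus 3 SD, set per campaign, cut at about 40% in these data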;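 note: 0% = DMSO wells and 100% = unlabeled Bim-BH3 peptide control; higher means more loss of mP so more displacement of Bim peptide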
# Fam108B counter: mouse Fam108B serine hydrolase inhibitors, primary screen, counter-screen for RBBP9 inhibitor project, biochemical, fluorescence polarization; recombinant Fam108B, FP-Rh probe fluorescence polarization; inhibition, % at 9.51 µM; 300,000 tested, 0.33% active; AID 1947, 2009;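 active = inhibition above the screen mean inhibition plus 3 SD, computed separately per campaign, cut at about 18% in these data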;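 note: inhibitors lower polarization as less probe binds the enzyme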
# TPT1 inhibitor: Candida albicans TPT1 enzyme inhibitors, primary screen, biochemical, fluorescence polarization. recombinant caTPT1, FP RNA substrate dephosphorylation. inhibition, % at 5 µM. 300,000 tested, 0.81% active. AID 1962, 2009;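 active = inhibition above the mean of all tested compounds plus 3 SD, set per screening campaign, cut at about 24% in these data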;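 note: plate controls were DMSO alone for no effect and ferristatin control at 100 nM for full effect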
# GLD-1 RNA inh: GLD-1/TGE RNA complex disruptors, primary screen, biochemical, fluorescence polarization | purified GLD-1 + fluorescein TGE RNA | 320,000 tested, 0.44% active | inhibition, % at 5.96 µM | AID 2280, 2010 | Female germline-specific tumor suppressor gld-1 (Caenorhabditis elegans), Q17339;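 active = percent inhibition above a per-plate cutoff, the plate mean of test compounds plus 3 SD, cut at about 30% in these data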;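 note: 0% = DMSO wells with GLD-1 and probe and 100% = wells lacking GLD-1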
# BCLXL inh: inhibitors of human Bcl-xL, primary screen, biochemical, fluorescence polarization, HTS; AID 2129, 2009; GST-Bcl-xL / FITC-Bim BH3 peptide fluorescence polarization; inhibition, % at 10.9 µM; Bcl-2-like protein 1 (Homo sapiens), Q07817; 320,000 tested, 0.7% active;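 active = inhibition above the mean of all tested compounds plus 3 SD, cutoff set per campaign, cut at about 30% in these data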;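 note: 0% = DMSO wells and 100% = unlabeled Bim-BH3 peptide competitor; inhibitors lower millipolarization by displacing the labeled peptide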
# Target sequence (Q07817 whole entry, looked up): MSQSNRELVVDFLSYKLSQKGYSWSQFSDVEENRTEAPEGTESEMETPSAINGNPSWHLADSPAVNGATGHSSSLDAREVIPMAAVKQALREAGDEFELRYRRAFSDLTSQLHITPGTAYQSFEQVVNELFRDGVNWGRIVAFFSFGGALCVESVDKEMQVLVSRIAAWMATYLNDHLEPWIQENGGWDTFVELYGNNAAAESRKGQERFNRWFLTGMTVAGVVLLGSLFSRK
# An asterisk follows results filed as active; . = no result given. Not all compounds are listed; rates above refer to the full screens.
SMILES,PAD4 inh,MEX-5 binding,PME-1 inh,GSTO1 inh,MCL1 BIM primary,Fam108B counter,TPT1 inhibitor,GLD-1 RNA inh,BCLXL inh
O=C(Cn1c(NCCO)nc2ccccc21)NCCc1ccc(F)cc1,-8,5.3,-3,5,-2,2,-4,-2,4
Cc1ccc(S(=O)(=O)NC(=O)NCc2ccccn2)cc1,4,0.2,3,5,-1,-4,-1,3,4
C=C1CCC[C@]2(C)C[C@H]3OC(=O)C(CNCC(C)C)[C@H]3CC12 (some centres not stated),1,2.0,-2,1,-3,-4,-4,-5,1
CCN(C(=O)COC(=O)c1cc2ccccc2cc1O)C1CCS(=O)(=O)C1 (configuration not stated),-1,-2.0,-2,4,15,2,-1,2,9
CN1CCN(C(=O)C2=C[C@@H](c3ccc(Br)cc3)C[C@@H](OCc3ccc(CO)cc3)O2)CC1,3,1.4,-9,6,3,-1,-1,6,2
CCCCOc1ccc(-c2nc(-c3cccnc3)no2)cc1,4,-2.2,-22,-1,-1,-5,1,-2,5
O=C(C1CCOCC1)N1CCCC(N2CCN(c3ccc(F)cc3)CC2)C1 (configuration not stated),3,-0.2,-2,-9,2,3,-3,-6,-2
O=S(=O)(Cc1nnnn1-c1ccccc1)c1ccc(Cl)cc1,-1,3.2,1,6,4,0,-3,15,5
CSc1nc(C=Nc2ccccc2Cl)c(O)n1Cc1cccc(Cl)c1,5,6.9,2,2,1,-1,2,2,3
CCOc1ccc(C(=O)NCCN2CCOCC2)cc1,0,-1.3,-6,16,-4,4,1,-4,-4
O=C(Cn1c(=S)[nH]c2ccccc21)c1ccccc1,-1,-2.3,-3,-6,-28,-1,0,3,-36
COc1ccc(C(=O)NCc2cccnc2)cc1S(=O)(=O)N1CCOCC1,0,1.4,-2,12,8,-5,-1,3,2
O=C(NCCNCCO)C1(C(F)(F)F)C/C(=C\CCO)CCCO1 (configuration not stated),3,1.1,4,-5,1,4,-3,-14,3
Cc1ccc(CNC(=O)CCNC(=O)Cn2ccc3ccccc3c2=O)cc1,-5,-1.7,1,-1,7,0,1,-2,8
COCC(=O)N1CCC(Oc2ccc(C(=O)N3CCSCC3)cc2)CC1,1,1.0,5,-1,3,1,-1,3,5

# A few values from above:
# Under GLD-1 RNA inh, COc1ccc(C(=O)NCc2cccnc2)cc1S(=O)(=O)N1CCOCC1 shows 3
# Under PME-1 inh, COCC(=O)N1CCC(Oc2ccc(C(=O)N3CCSCC3)cc2)CC1 shows 5

# (more compounds)
SMILES,PAD4 inh,MEX-5 binding,PME-1 inh,GSTO1 inh,MCL1 BIM primary,Fam108B counter,TPT1 inhibitor,GLD-1 RNA inh,BCLXL inh
N#CCc1nc(-c2cc3ccccc3oc2=O)cs1,-13,-2.4,1,2,-3,1,-1,1,5
C/C(CC(=O)Nc1cccnc1)=N\NC(=O)C(=O)NC(C)C,-4,0.4,-2,-1,5,-1,3,9,2
O=C(O)c1c[nH]c2ccc(S(=O)(=O)N3CCN(c4ccc(F)cc4)CC3)cc2c1=O,-1,-2.1,-3,3,6,-8,1,-4,4
O=c1[nH]c2ccc(Br)cc2c(-c2ccccc2)c1N1CCOCC1,6,0.0,3,4,-1,3,-5,1,3
Cc1ccc(N2C(=O)c3oc4ccccc4c(=O)c3C2c2cccc(O)c2)nc1 (configuration not stated),8,-3.4,-3,-3,1,-7,0,1,-2
Cc1ccc(OCCCNC2CCCC2)cc1,17*,-3.3,0,4,14,0,0,6,3
CC1CCN(CCNC(=O)c2ccc3c(=O)n(Cc4ccc(Cl)cc4)c(=S)[nH]c3c2)CC1,-1,-0.3,-8,11,-13,-3,1,3,-10
c1cncc(-c2nnc(SCc3nc4ccccc4[nH]3)o2)c1,-2,-1.8,1,9,1,1,2,1,1
CC(C)(C)c1ccc(S(=O)(=O)NCC2CCCO2)cc1 (configuration not stated),0,2.8,-1,1,3,0,1,2,4
Cc1c(NC(C)C)c(=O)n(-c2ccccc2)n1C,-3,.,-4,2,-7,0,-1,1,5
CC(C)C(=O)Nc1nnc(CCN2CCCCC2)s1,3,-1.1,-3,3,3,3,-5,5,3
ClCC1CSC(=NC23CC4CC(CC(C4)C2)C3)O1 (configuration not stated),-1,-0.4,-1,14,-5,-1,3,1,-1
CCCC1(c2ccccc2)NC(=O)N(CC(=O)c2[nH]c(C)c(C(=O)OCC)c2C)C1=O (configuration not stated),-2,2.5,-11,-7,7,0,2,3,9
CCCC1=C(C(=O)OCC)C(c2ccc(OC)c(C)c2OC)C(C#N)=C(N)O1 (configuration not stated),-6,-0.6,-3,9,-2,1,-1,2,5
CCOc1ccc(C(C(=O)NC2CCCCC2)N(C(=O)c2ccccn2)c2cccnc2)cc1 (configuration not stated),1,-1.1,0,3,3,-1,-5,6,1
CS(=O)(=O)Nc1ccc(C(=O)Nc2ccc3ccccc3c2)cc1,-2,0.9,-2,3,-4,-7,0,6,-3
O=C(/C=C/c1c[nH]c2ccccc12)c1ccccc1,-4,1.2,3,-4,-16,3,10,-11,1
CCOc1ccc(NC(=O)c2cc(Cl)nc3ccccc23)cc1,-1,1.2,-2,-11,5,-2,1,-7,5
COc1ccc(C(NC(=O)c2ccc(-c3ccccc3)cc2)c2ccccc2)cc1 (configuration not stated),1,0.6,-2,-2,1,-6,-3,2,2
CCOC(=O)N1CCC(c2cc(=O)n3[nH]ccc3n2)CC1,7,-0.8,-5,4,5,5,-2,8,6
C=CCNCCCCOc1ccc(OCc2ccccc2)cc1,-3,-4.6,-2,0,3,-1,2,-1,2
O=C(Nc1ccccc1)C(Cc1cccs1)c1nn[nH]n1 (configuration not stated),-1,2.2,4,-1,5,0,1,-2,2
O=C(NCCCC(=O)N1CCOCC1)c1cccnc1,-2,1.6,3,0,-1,2,-4,-2,10
COc1ccc(N2CCN(c3nc(NCCc4ccc(OC)c(OC)c4)nc(OC)n3)CC2)cc1,-3,0.6,-4,-5,-9,4,1,2,0
CC(C)CCN1CCC(n2nccc2NC(=O)C2CCOC2)CC1 (configuration not stated),-5,-2.4,-3,1,-11,-3,-2,-5,-2
Cn1ccnc1SCc1ccc([N+](=O)[O-])cc1,1,0.3,-3,8,-5,0,0,4,-6
O=C1CC(C(=O)Nc2ccc(C(=O)O)cc2)C(c2ccccc2)O1 (configuration not stated),1,-0.8,4,0,5,-4,-6,6,4
O=C(CN1C(=O)C2C3CCC(C3)C2C1=O)OCC(=O)c1cccc([N+](=O)[O-])c1 (configuration not stated),4,-0.4,-4,2,11,1,-1,-3,2
CCNc1nc2nonc2nc1NCC,-3,1.2,-5,-6,-4,-3,0,9,-1
CCOC(=O)C1CCN(C(=O)c2cnn3c(C)cc(C)nc23)CC1,0,-1.4,-1,6,-5,3,-3,6,2
C=CCn1c(SCc2ccccc2C#N)nnc1-c1ccccc1O,1,0.8,-6,5,-12,1,-1,-6,-15
O=C(CSc1nc2ccccc2n1CC(=O)N1CCCC1)Nc1nccs1,2,2.0,-4,10,0,1,2,16,-1
COc1ccccc1-c1c(C(F)(F)F)oc2cc(OC(=O)c3cccc([N+](=O)[O-])c3C)ccc2c1=O,-4,-1.0,8,3,8,2,-1,9,5
Cc1c(NC(=O)c2cc3ccccc3oc2=O)c(=O)n(-c2ccccc2)n1C,-4,2.4,2,5,7,4,0,9,4
COc1ccc2c(c1OC)C(C1c3c(cc4c(c3OC)OCO4)CCN1C)OC2=O (configuration not stated),3,0.7,1,0,6,-1,0,-1,3
COc1ccc(S(=O)(=O)NCCC(=O)NCc2cccs2)cc1,1,-1.3,2,7,7,-2,-2,0,1
O=C(NCc1ccccc1OC(F)(F)F)C1CCC(=O)N(Cc2ccccn2)C1 (configuration not stated),-5,0.6,7,1,11,-1,-1,4,4
O=C(O)CCN1C(=O)c2ccc(NC(=O)CCc3ccccc3)cc2C1=O,-2,-2.7,-4,-1,4,-4,-1,0,1
CCN(CC)C(=O)CSc1ncnc2c(-c3ccc(OC)cc3)nsc12,0,-3.1,-6,5,-5,-3,-4,-3,-2
CCn1c(=O)cc(SCC(=O)N2CCN(C(=O)c3ccco3)CC2)c2ccccc21,1,-0.1,6,5,10,-2,-1,3,6
Cc1noc(C)c1C(=O)Nc1nc(-c2cccs2)cs1,1,.,-4,.,1,.,.,-1,1
CC(NC(=O)c1cccc(S(=O)(=O)N2CCN(Cc3ccccc3)CC2)c1)c1ccc(Br)cc1 (configuration not stated),3,-3.5,-15,-6,-23,-13,5,3,-13
CC(=O)Nc1nc(C)c(Cc2ccccc2)c(=O)[nH]1,-8,-0.7,-7,2,0,-5,-1,-2,-2
CCCCCn1c(S(=O)(=O)O)nc2ccccc21,0,1.4,4,-2,4,3,-3,-7,2
Cc1cc(C)nc(SCC(=O)N(C)CC(=O)Nc2c(Cl)cccc2Cl)n1,6,2.9,-4,16,4,0,0,-2,-1
Cc1ccc(C)c(NC(=O)C(C)CC2COCCO2)c1 (configuration not stated),-3,0.8,-3,4,5,3,-3,-1,5
N/C(=N\OC(=O)C1CCCCC1)c1ccc(Cl)cc1,1,-2.2,6,-4,-1,-1,-3,3,-3
CC(=O)Nc1ccc(SC[C@H](Cc2ccccc2)N2CCN(CCc3ccccc3)CCC2=O)cc1,7,-0.2,5,0,4,1,-5,5,9
OC(CN1CCN(Cc2ccccc2)CC1)Cn1c2ccccc2c2ccccc21 (configuration not stated),0,0.8,1,3,4,-1,4,3,4
O=C1N[C@@H](Cc2ccccc2)C(=O)N2[C@H]3Nc4ccccc4[C@@]3([C@]34C[C@H]5C(=O)N[C@@H](Cc6ccccc6)C(=O)N5[C@H]3Nc3ccccc34)C[C@@H]12,-5,0.2,1,-1,-1,-3,0,11,-2
COc1ccc(-n2nc(C(=O)NCC(=O)Nc3ccccn3)c3ccccc3c2=O)cc1,-6,-1.9,4,2,7,0,-4,-2,3
CCC(CC)C(=O)NCc1ccccc1Cl,0,0.5,-6,-2,-6,2,-1,1,-7
Cc1ccc2c(C(=O)CN3CCC(C(N)=O)CC3)c(C)[nH]c2c1,-3,1.6,-4,2,-9,0,-1,0,-8
O=C(OCC(=O)N1CCCc2ccccc21)c1cnc(Cl)c(Cl)c1,-1,1.0,-2,15,9,-1,0,2,4
CCCc1ccc(OCc2ccc(C(=O)N3CCCC3)o2)cc1,1,-0.7,-2,-3,-3,-1,-1,0,1
Cc1c(Cl)cccc1NS(=O)(=O)c1ccc2c(c1)C1C=CCC1C(c1ccc(C(=O)O)cc1)N2 (configuration not stated),-22,.,-29,24,61*,34*,17,13,39*
CCCCn1c(CCc2ccccc2)nc2cc3[nH]c(=O)c(C(C)C)nc3cc21,-11,-11,-1,5,30,4,5,12,30
